NFkB binder: binders of NF-kB p50 subunit, primary screen, biochemical, small molecule microarray, anti-His fluorescence; anti-His fluorescence binding; calls only; 1.3% of 17,000 active; AID 624139, 2012;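 active = spot fluorescence over background significantly raised, with a chance value under 7% in all four replicate spots of the compound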;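 also: probe protein is his-tagged human p50 processed subunit at 1 µg/ml; raw spot fluorescence signals with no normalization applied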
Target sequence (P19838 1-433 limits assumed): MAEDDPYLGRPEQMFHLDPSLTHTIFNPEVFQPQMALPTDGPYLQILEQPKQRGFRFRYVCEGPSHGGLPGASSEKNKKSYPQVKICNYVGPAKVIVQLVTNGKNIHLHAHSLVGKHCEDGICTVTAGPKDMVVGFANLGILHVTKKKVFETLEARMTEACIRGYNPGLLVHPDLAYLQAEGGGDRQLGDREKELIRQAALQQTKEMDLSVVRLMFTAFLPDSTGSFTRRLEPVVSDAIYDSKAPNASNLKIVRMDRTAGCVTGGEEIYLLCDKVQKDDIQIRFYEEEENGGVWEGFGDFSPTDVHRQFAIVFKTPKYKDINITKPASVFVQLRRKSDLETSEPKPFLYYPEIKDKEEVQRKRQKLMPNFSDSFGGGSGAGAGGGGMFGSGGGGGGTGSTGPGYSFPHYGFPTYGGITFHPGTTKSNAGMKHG
Calls only; i = inactive.

SMILES	NFkB binder
Cc1cccc(Cn2c(NCC(C)O)nc3c2c(=O)n(C)c(=O)n3C)c1 (configuration not stated)	i
C[C@H](CO)N1C[C@H](C)[C@H](CN(C)C(=O)Nc2ccc(C(F)(F)F)cc2)Oc2ccc(NC(=O)Nc3ccccc3)cc2C1=O	i
CCc1c(O)cc(OC)c2c1O[C@H](C)CC2=O	i
C[C@@H]1CN([C@@H](C)CO)C(=O)CCCn2cc(nn2)CO[C@@H]1CN(C)C(=O)Nc1ccc(C(C)(C)C)cc1	i
NC(CSC(c1ccccc1)(c1ccccc1)c1ccccc1)C(=O)O (configuration not stated)	i
C[C@@H]1CN([C@H](C)CO)C(=O)c2cc(NC(=O)Nc3ccc(F)cc3)ccc2O[C@H]1CN(C)C	i
C[C@H]1CN([C@@H](C)CO)C(=O)Cc2cc(NS(=O)(=O)c3ccccc3)ccc2O[C@H]1CN(C)C(=O)Nc1ccccc1	i
C[C@H]1CCCCO[C@H](CN(C)S(=O)(=O)c2cccs2)[C@@H](C)CN([C@@H](C)CO)C(=O)c2cc(NC(=O)Cc3ccccc3)ccc2O1	i
C[C@@H]1CN([C@@H](C)CO)C(=O)c2cccc(NS(=O)(=O)c3cccs3)c2O[C@H]1CN(C)Cc1ccc(C(=O)O)cc1	i
C[C@@H]1CN([C@H](C)CO)C(=O)c2cccc(NS(=O)(=O)c3cccs3)c2O[C@H]1CN(C)Cc1ccc(Cl)c(Cl)c1	i
COc1ccc(S(=O)(=O)N(C)C[C@@H]2Oc3ccc(NC(=O)c4ccncc4)cc3C(=O)N([C@H](C)CO)C[C@@H]2C)cc1	i
COc1ccc(NC(=O)Nc2ccc3c(c2)C(=O)N([C@@H](C)CO)C[C@@H](C)[C@@H](CN(C)Cc2ccncc2)O3)cc1	i
C[C@@H]1CN([C@@H](C)CO)C(=O)Cc2cc(NS(C)(=O)=O)ccc2O[C@@H]1CN(C)S(=O)(=O)c1cn(C)cn1	i
CNC[C@@H]1Oc2c(NC(=O)c3cnccn3)cccc2C(=O)N([C@@H](C)CO)C[C@H]1C	i
C[C@@H]1CN([C@H](C)CO)C(=O)CCCn2nncc2CO[C@@H]1CN(C)Cc1ccncc1	i
CNC[C@@H]1OCCCC[C@H](C)Oc2ccc(N)cc2C(=O)N([C@@H](C)CO)C[C@H]1C	i
CCOC(=O)c1c(C)[nH]c2ccc3c(c12)CN1CCc2cc(OC)ccc2C1O3 (configuration not stated)	i
COc1ccc(S(=O)(=O)Nc2cccc3c2O[C@@H](CN(C)Cc2ccc4c(c2)OCO4)[C@@H](C)CN([C@H](C)CO)C3=O)cc1	i
C=C(C(=O)O)[C@H]1C=C2[C@@H](C)[C@@H](O)[C@H](O)C[C@]2(C)CC1	i
C[C@H](CO)N1C[C@H](C)[C@H](CN(C)Cc2ccc3c(c2)OCCN3C)OCc2cnnn2CCCC1=O	i
C[C@@H]1CN([C@@H](C)CO)C(=O)c2cc(NC(=O)C3CC3)ccc2O[C@@H]1CN(C)Cc1ccc(Cl)c(Cl)c1	i
C[C@@H]1CN([C@H](C)CO)C(=O)c2cc(NC(=O)NC3CCCCC3)ccc2O[C@@H]1CN(C)C	i
C[C@@H]1CN([C@@H](C)CO)C(=O)c2cccc(NC(=O)Nc3cccc4ccccc34)c2O[C@H]1CN(C)S(C)(=O)=O	i
C[C@@H]1CN([C@H](C)CO)C(=O)c2cc(N(C)C)ccc2O[C@H]1CN(C)S(=O)(=O)c1cn(C)cn1	i
C[C@@H]1CN([C@H](C)CO)C(=O)c2cc(NC(=O)CCN3CCOCC3)ccc2O[C@H]1CN(C)CC1CCCCC1	i
CC(C)NC(=O)Nc1ccc2c(c1)C(=O)N([C@H](C)CO)C[C@@H](C)[C@@H](CN(C)C(=O)Cc1ccccc1)OCCCC[C@H](C)O2	i
CCn1c(SCC(=O)c2c[nH]c3ccccc23)nnc1-c1cccs1	i
C[C@H]1CN([C@@H](C)CO)C(=O)c2cccc(NC(=O)c3ccc(-c4nccs4)cc3)c2O[C@H]1CN(C)C(=O)NC1CCCCC1	i
O=C1c2oc3ccccc3c(=O)c2C(c2ccc([N+](=O)[O-])cc2)N1CCCO (configuration not stated)	i
CC12CCC3c4ccc(O)cc4CC(CCCCCCCCCS(=O)CCCC(F)(F)C(F)(F)F)C3C1CCC2O (configuration not stated)	i
CNC[C@H]1Oc2c(NC(=O)Nc3c(C)noc3C)cccc2C(=O)N([C@H](C)CO)C[C@@H]1C	i
Cc1noc(C)c1S(=O)(=O)Nc1ccc2c(c1)CC(=O)N([C@@H](C)CO)C[C@@H](C)[C@@H](CN(C)Cc1ccncc1)O2	i
CC(=O)OCO/N=[N+](\[O-])N1CCCC1	i
O=C(OCc1cccc(O)c1O[C@@H]1O[C@H](CO)[C@@H](O)[C@H](O)[C@H]1O)C1(O)C(=O)C2C3C4C5C(C(=O)C(O)(C(=O)OCc6cccc(O)c6O[C@@H]6O[C@H](CO)[C@@H](O)[C@H](O)[C@H]6O)C2C53)C41 (some centres not stated)	i
C[C@H]1CN([C@@H](C)CO)C(=O)c2cc(N(C)C)ccc2O[C@@H]1CN(C)C(=O)NC1CCCCC1	i
COC(=O)c1ccccc1NC(=O)Cn1nc(C(F)(F)F)c2c1CCCCC2	i
CC1(C)CC(n2c(SCC(=O)c3ccc(Br)cc3)nc3ccccc3c2=O)CCO1 (configuration not stated)	i
C[C@@H]1O[C@@H](Oc2cc(O)c3c(=O)c(O[C@@H]4O[C@@H](C)[C@H](O)[C@@H](O[C@@H]5OC[C@@H](O)[C@H](O)[C@H]5O)[C@H]4O[C@@H]4O[C@H](CO)[C@@H](O)[C@H](O)[C@H]4O)c(-c4ccc(O)c(O)c4)oc3c2)[C@H](O)[C@H](O)[C@H]1O	i
N#Cc1cc2c(nc1SCC(=O)Nc1ccc(Cl)cc1)CCCCCC2	i
C[C@H]1CN([C@@H](C)CO)C(=O)c2cc(NC(=O)NC3CCCCC3)ccc2O[C@H]1CN(C)C(=O)Nc1ccc(F)cc1	i
CCC/C=C/C=C/C1CC(O)C(O)C(O)C1CO (configuration not stated)	i
COc1ccc(CN(C)C[C@@H]2Oc3c(NS(=O)(=O)c4c(C)noc4C)cccc3C(=O)N([C@@H](C)CO)C[C@@H]2C)cc1	i
C[C@H]1CN([C@@H](C)CO)C(=O)CCCn2nncc2CO[C@H]1CN(C)Cc1ccc2c(c1)OCCN2C	i
COc1ccccc1OCC(=O)Nc1c[nH]c(=O)[nH]c1=O	i
COc1cc(/C=C/c2cc(O)cc(O[C@@H]3O[C@H](CO)[C@@H](O)[C@H](O)[C@H]3O)c2)ccc1O[C@@H]1O[C@H](CO)[C@@H](O)[C@H](O)[C@H]1O	i
Cc1noc(C)c1NC(=O)N(C)C[C@@H]1OCCCC[C@@H](C)Oc2ccc(NC(=O)C3CCCCC3)cc2C(=O)N([C@H](C)CO)C[C@@H]1C	i
C[C@H](CO)N1C[C@H](C)[C@H](CN(C)C)Oc2ccc(NS(=O)(=O)c3ccccc3)cc2CC1=O	i
O=C(CSc1nnnn1-c1ccccc1)Nc1ccc(-c2ccc([N+](=O)[O-])cc2)cc1	i
O=C1CCC(O)c2cccc(O)c21 (configuration not stated)	i
C[C@@H]1CN([C@H](C)CO)C(=O)c2cccc(NC(=O)c3nc4ccccc4s3)c2O[C@H]1CN(C)S(=O)(=O)c1cccs1	i

Next structures
SMILES	NFkB binder
C[C@@H]1O[C@@H](O[C@@H]2[C@@H](O)[C@H](C)O[C@@H](OC[C@H]3O[C@@H](Oc4c(-c5ccc(O)cc5)oc5cc(O)cc(O)c5c4=O)[C@H](O)[C@@H](O)[C@H]3O)[C@@H]2O)[C@H](O)[C@H](O)[C@H]1O	i
C[C@@H]1CCCCO[C@H](CN(C)C(=O)CCC(F)(F)F)[C@H](C)CN([C@H](C)CO)C(=O)c2cc(NC(=O)CCC(F)(F)F)ccc2O1	i
C[C@@H]1CN([C@H](C)CO)C(=O)CCCn2cc(nn2)CO[C@H]1CN(C)Cc1ccc(Cl)c(Cl)c1	i
COC(=O)c1ccc(Cl)c(NC(=O)CSc2nnc(-c3ccc(Cl)cc3)o2)c1	i
C[C@@H]1CCCCO[C@@H](CN(C)S(=O)(=O)c2ccccc2)[C@@H](C)CN([C@H](C)CO)C(=O)c2cc(NC(=O)CCC(F)(F)F)ccc2O1	i
C[C@@H]1CN([C@H](C)CO)C(=O)Cc2cc(NC(=O)Cc3cn(C)c4ccccc34)ccc2O[C@@H]1CN(C)Cc1ccncc1	i
CNC[C@@H]1Oc2c(NC(=O)C3CCOCC3)cccc2C(=O)N([C@H](C)CO)C[C@H]1C	i
C[C@@H]1CN([C@H](C)CO)C(=O)c2cc(NC(=O)Nc3ccccc3)ccc2O[C@@H](C)CCCCO[C@@H]1CN(C)S(=O)(=O)c1ccc(F)cc1	i
CNC[C@H]1Oc2ccc(N(C)C)cc2CC(=O)N([C@H](C)CO)C[C@@H]1C	i
C[C@H]1CN([C@@H](C)CO)C(=O)Cc2cc(NS(=O)(=O)c3ccc(F)cc3)ccc2O[C@@H]1CN(C)Cc1ccccc1	i
CC(C)(C)C(=O)OCOC(=O)[C@@H]1N2C(=O)[C@@H](N=CN3CCCCCC3)[C@H]2SC1(C)C	i
Cc1noc(C)c1NC(=O)Nc1ccc2c(c1)C(=O)N([C@H](C)CO)C[C@@H](C)[C@@H](CN(C)C(=O)NC1CCCCC1)O2	i
CSCC[C@H](NC(=O)[C@H](Cc1ccccc1)NC[C@@H](NC[C@@H](N)CS)C(C)C)C(=O)O	i
CC1=CC=C(C=O)C(C)(C)C1OC(=O)/C=C(\C)CO (configuration not stated)	i
CC(C)NC(=O)Nc1cccc2c1O[C@H](CN(C)Cc1ccc(C(F)(F)F)cc1)[C@H](C)CN([C@H](C)CO)C2=O	i
COc1ccc(C#Cc2ccc3c(c2)[C@]2(C(=O)N3)[C@H](c3ccc(OCCO)cc3)N3[C@H](c4ccccc4)[C@H](c4ccccc4)OC(=O)[C@H]3[C@@H]2C(=O)N2CCN(c3ncccn3)CC2)cc1	i
COc1cccc(NC(=O)c2cc([N+](=O)[O-])ccc2NC(=O)CN2CCCCCC2)c1	i
CC[C@H](C)C(=O)O[C@H]1CCC=C2C=C[C@H](C)[C@H](CC[C@@H]3C[C@@H](O)CC(=O)O3)[C@H]21	i
C[C@@H]1CCCCO[C@@H](CN(C)C(=O)NC2CCCCC2)[C@@H](C)CN([C@H](C)CO)C(=O)c2cc(NC(=O)c3ccccc3)ccc2O1	i
C[C@H]1CCCCO[C@@H](CN(C)S(=O)(=O)c2ccccc2)[C@@H](C)CN([C@@H](C)CO)C(=O)c2cc(NC(=O)Cc3ccccc3)ccc2O1	i

In another format: results already given.
Structure,NFkB binder
CC(C)(C)C(=O)OCOC(=O)[C@@H]1N2C(=O)[C@@H](N=CN3CCCCCC3)[C@H]2SC1(C)C,i
Cc1noc(C)c1NC(=O)Nc1ccc2c(c1)C(=O)N([C@H](C)CO)C[C@@H](C)[C@@H](CN(C)C(=O)NC1CCCCC1)O2,i
CSCC[C@H](NC(=O)[C@H](Cc1ccccc1)NC[C@@H](NC[C@@H](N)CS)C(C)C)C(=O)O,i
CC1=CC=C(C=O)C(C)(C)C1OC(=O)/C=C(\C)CO (configuration not stated),i
CC(C)NC(=O)Nc1cccc2c1O[C@H](CN(C)Cc1ccc(C(F)(F)F)cc1)[C@H](C)CN([C@H](C)CO)C2=O,i
COc1ccc(C#Cc2ccc3c(c2)[C@]2(C(=O)N3)[C@H](c3ccc(OCCO)cc3)N3[C@H](c4ccccc4)[C@H](c4ccccc4)OC(=O)[C@H]3[C@@H]2C(=O)N2CCN(c3ncccn3)CC2)cc1,i
COc1cccc(NC(=O)c2cc([N+](=O)[O-])ccc2NC(=O)CN2CCCCCC2)c1,i
CC[C@H](C)C(=O)O[C@H]1CCC=C2C=C[C@H](C)[C@H](CC[C@@H]3C[C@@H](O)CC(=O)O3)[C@H]21,i
C[C@@H]1CCCCO[C@@H](CN(C)C(=O)NC2CCCCC2)[C@@H](C)CN([C@H](C)CO)C(=O)c2cc(NC(=O)c3ccccc3)ccc2O1,i
C[C@H]1CCCCO[C@@H](CN(C)S(=O)(=O)c2ccccc2)[C@@H](C)CN([C@@H](C)CO)C(=O)c2cc(NC(=O)Cc3ccccc3)ccc2O1,i

Continuation.
SMILES	NFkB binder
COC(=O)c1cc(C(=O)OC)cc(-n2c(C)cc(C(=O)CSc3nc(C)cc(C)c3C#N)c2C)c1	i
CC(C)(O)C#Cc1ccccc1C(=O)NC(Cc1c[nH]c2ccccc12)C(=O)O (configuration not stated)	i
O=C1CC(SCc2nc3ccccc3[nH]2)C(=O)N1c1ccc(F)cc1 (configuration not stated)	i
NC(=NCc1ccc(Cl)cc1Cl)NC(=O)c1nc(Cl)c(N)nc1N	i
C[C@@H]1CCCCO[C@H](CN(C)Cc2ccc(C(=O)O)cc2)[C@H](C)CN([C@@H](C)CO)C(=O)c2cc(NC(=O)c3ccncc3)ccc2O1	i
CC(C)N(CCC#N)S(=O)(=O)c1ccccc1[N+](=O)[O-]	i
CC(C)(C)c1ccc(C(=O)Nc2nonc2-c2nc3ccccc3[nH]2)cc1	i
O=C1c2ccccc2C(=O)N1Cc1nc(-c2ccccn2)no1	i
O=C(COc1ccc(F)cc1)Nc1sc2c(c1C(=O)NC1CCS(=O)(=O)C1)CCCC2 (configuration not stated)	i
CC(C)NC(=O)Nc1ccc2c(c1)C(=O)N([C@H](C)CO)C[C@H](C)[C@H](CN(C)C(=O)Nc1ccc(F)cc1)OCCCC[C@@H](C)O2	i

Fetched by structure from the entries so far:
SMILES	NFkB binder
O=C1CC(SCc2nc3ccccc3[nH]2)C(=O)N1c1ccc(F)cc1 (configuration not stated)	i
O=C(COc1ccc(F)cc1)Nc1sc2c(c1C(=O)NC1CCS(=O)(=O)C1)CCCC2 (configuration not stated)	i

Further entries:
SMILES	NFkB binder
Cn1c(=O)c2c(nc(N3CCOCC3)n2CCCN)n(C)c1=O	i
C[C@H](CO)N1C[C@H](C)[C@@H](CN(C)C(=O)Cc2ccccc2)OCCCC[C@H](C)Oc2ccc(NC(=O)Nc3ccccc3)cc2C1=O	i
O=C1O[C@H](c2ccccc2)[C@H](c2ccccc2)N2[C@H]1[C@@H](C(=O)O)[C@]1(C(=O)Nc3ccccc31)[C@H]2c1ccccc1OCCO	i
O=S(=O)(c1ccc2ccccc2c1)N1CCN(Cc2ccc(OCCO)cc2)CC1	i

Source: PubChem BioAssay

Some of the compounds tested; the hit share may differ from the screen's.
